Screens (PubChem)
Mcl1-Bid inh – disrupts binding of human Mcl-1 to Bid peptide; 220,000 tested, 0.97% active; Q07820; TR-FRET Mcl-1/Bid-Dy647 peptide binding, 1536-well; AID 1021; inhibition, % at 21.7 µM;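 active = compounds that cut the binding signal by more than half at the single screening dose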;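 note: His-tagged Mcl-1 with europium anti-His antibody binding Bid BH3 peptide; 0% = Mcl-1 plus peptide wells and 100% = peptide-only wells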
Target sequence (Q07820 whole entry, looked up): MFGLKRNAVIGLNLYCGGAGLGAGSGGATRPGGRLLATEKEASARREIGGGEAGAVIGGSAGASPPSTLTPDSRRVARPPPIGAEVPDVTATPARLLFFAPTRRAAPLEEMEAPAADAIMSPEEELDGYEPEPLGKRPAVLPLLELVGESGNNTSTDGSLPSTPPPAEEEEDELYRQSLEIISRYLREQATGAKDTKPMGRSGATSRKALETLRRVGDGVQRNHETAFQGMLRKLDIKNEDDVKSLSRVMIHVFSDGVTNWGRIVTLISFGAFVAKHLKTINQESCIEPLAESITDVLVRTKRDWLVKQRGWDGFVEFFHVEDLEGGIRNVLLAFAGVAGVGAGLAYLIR
Avidin fluor – avidin bead compound fluorescence profile; fluorescence (KMESF) at 10 µM; Avidin beads, compound fluorescence 488/530 nm, flow cytometry; hits give high values; 220,000 tested, 0.38% active; AID 1775; in the data active = fluorescence above about 47; note: inactives centre near 10
RGS8-Gao – regulators of human RGS8-Galphao interaction. multiplexed bead flow cytometry, RGS8-Galphao binding; actives lie on both sides. AID 1423. P09471. 220,000 tested, 0.34% active. response (percent of control binding), % at 10 µM; in the data active = response below about 60% or above about 140%; inactive = in between;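 note: Galphao activated as the GDP aluminium fluoride complex binding bead-coupled RGS8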
Pf gamet viab – inhibitors of late stage P. falciparum gametocyte viability; 150,000 tested, 0.065% active; AID 743093; P. falciparum stage V gametocytes, ATP luminescence, 24 h; inhibition, % at 10.9 µM;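 active = inhibition above the mean plus 3 SD of compounds within the control limits, set per campaign, cut at about 38% in these data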;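 note: 0% = DMSO wells and 100% = medium only without gametocytes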
Bim-Mcl-1 – inhibitors of Bim-Mcl-1 interaction, human | Bead-based flow cytometry, Bim peptide-Mcl-1 binding | Q07820 | inhibition, % at 10 µM | 190,000 tested, 0.1% active; in the data active = inhibition above about 40%;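 note: 0% = no compound tracer wells and 100% = peptide blocker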
RGS4-Gao reg – human RGS4-Galphao interaction regulation; P09471; Multiplexed bead flow cytometry, RGS4-Galphao binding; actives lie on both sides; AID 1415; 220,000 tested, 0.33% active; binding response (% of control), % at 10 µM; in the data active = binding response below about 49% or above about 150%; inactive = in between;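 note: fluorescent Galphao activated with aluminum fluoride binding bead-coupled RGS4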
GSH bead fluor – compound fluoresces at 488/530 nm on GSH beads; fluorescence (KMESF) at 10 µM; 190,000 tested, 0.25% active; GSH beads flow cytometry, compound fluorescence 488/530 nm; hits give high values; in the data active = fluorescence above about 89;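 note: glutathione beads carrying GST-tagged Bcl family fusion proteins plus one bare bead set; values are compound well signal with DMSO vehicle wells as background; inactives centre near 16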
ABCB1 inh – human ABCB1 inhibition, ABCG2 as counter-screen. P08183. CCRF-Adr cells, JC-1 efflux, flow cytometry. inhibition, % at 6.6 µM. 190,000 tested, 0.067% active. AID 1326; in the data active = inhibition above about 40%;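 note: 0% = vehicle and 100% = reference inhibitor; higher value means more JC-1 retained so stronger ABCB1 efflux block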
RGS7-Gao reg – regulators of human RGS7-Galphao interaction | P09471 | Multiplexed bead flow cytometry, RGS7-Galphao binding; actives lie on both sides | binding response (% of control), % at 10 µM | 220,000 tested, 0.35% active; in the data active = binding response below about 49% or above about 150%; inconclusive = no clear call, values can overlap the other calls; inactive = in between;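 note: fluorescent Galphao held in activated GDP-AlF4 state binding bead-coupled RGS7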
Mcl1-Noxa inh – disrupts binding of human Mcl-1 to Noxa peptide. AID 1022. 220,000 tested, 1.5% active. inhibition, % at 21.7 µM. Q07820. TR-FRET Mcl-1/Noxa peptide binding, 2 h;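 active = compounds that cut the protein-peptide binding signal by more than 50% relative to plate controls in a single-dose test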;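 note: His-tagged Mcl-1 with rhodamine Noxa BH3 peptide and terbium anti-His antibody; 0% = Mcl-1 plus Noxa peptide wells and 100% = peptide-only wells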
ABCG2 inh – blocks JC-1 efflux by human ABCG2 transporter; IgMXP3 cells, flow cytometry; inhibition, % at 6.6 µM; 190,000 tested, 0.1% active; AID 1325;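 active = inhibition above 80%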;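 note: 0% = DMSO and 100% = nicardipine control wells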
Target sequence (Q9UNQ0 whole entry, looked up): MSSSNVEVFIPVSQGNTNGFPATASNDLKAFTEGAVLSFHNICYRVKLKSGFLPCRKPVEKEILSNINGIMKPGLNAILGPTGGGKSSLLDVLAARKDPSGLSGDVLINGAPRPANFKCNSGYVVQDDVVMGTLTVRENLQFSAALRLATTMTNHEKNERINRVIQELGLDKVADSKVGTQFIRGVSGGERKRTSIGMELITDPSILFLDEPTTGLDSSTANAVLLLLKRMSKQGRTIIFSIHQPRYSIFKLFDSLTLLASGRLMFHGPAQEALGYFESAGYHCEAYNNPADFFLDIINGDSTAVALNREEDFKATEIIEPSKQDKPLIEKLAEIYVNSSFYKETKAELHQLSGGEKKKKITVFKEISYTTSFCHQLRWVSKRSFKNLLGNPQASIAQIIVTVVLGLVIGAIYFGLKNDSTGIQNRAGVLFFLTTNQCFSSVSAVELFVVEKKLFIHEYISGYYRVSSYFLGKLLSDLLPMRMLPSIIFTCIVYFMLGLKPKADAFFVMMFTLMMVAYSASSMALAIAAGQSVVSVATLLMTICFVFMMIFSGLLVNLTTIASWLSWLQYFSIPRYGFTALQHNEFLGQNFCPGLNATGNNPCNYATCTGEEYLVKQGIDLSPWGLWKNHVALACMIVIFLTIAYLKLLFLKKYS
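Test system: ABCG2 IgMXP3 and barcoded ABCB1 CCRF-Adr cell mix; Schedule: cells with compound and JC-1, 10 min at 25 °C, rotating, no wash; Technique: flow cytometry of retained JC-1 fluorescence; Measure: % inhibition of efflux relative to nicardipine and DMSO; Controls: nicardipine high and DMSO low controls.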
Numbers without * were called inactive; u = inconclusive; x = not tested or not shown.

SMILES	Mcl1-Bid inh	Avidin fluor	RGS8-Gao	Pf gamet viab	Bim-Mcl-1	RGS4-Gao reg	GSH bead fluor	ABCB1 inh	RGS7-Gao reg	Mcl1-Noxa inh	ABCG2 inh
O=C(CN1C(=O)c2ccccc2S1(=O)=O)NCc1cccnc1	-35	32	93	x	2	92	14	0.1	91	13	2
CCC1CCCCN1C(=O)CSc1nnc(-c2ccc(Cl)cc2)o1 (stereo unspecified)	3	5	93	x	-2	98	14	0.2	98	-8	2
CCOC(=O)N1CCN(C(=O)CCc2c(C)nc3nc(C)nn3c2C)CC1	0	28	102	-15	2	100	22	0.2	99	-7	1
CC(C)c1ccc(CNCc2ccccc2)cc1	7	20	103	x	0	106	15	0.5	105	-12	1
Cn1c(-c2ccccc2O)cc2ccccc21	-25	26	101	-25	0	95	17	0.7	92	4	3
COCCCNC(=S)N(Cc1ccccc1)Cc1nc2ccccc2c(=O)[nH]1	-44	5	99	0	-3	98	14	0.3	99	6	0
COc1cccc(NC(=O)CCC(=O)Nc2cccc(OC)c2)c1	-9	3	106	27	-2	103	8	0.0	101	2	3
CCc1ccc[n+](-c2[nH]c(=O)sc2/C=N/N=C(\N)[O-])c1	-29	8	101	-22	x	100	x	x	u	13	x
CCc1c(C)sc(NC(=O)c2ccc(Br)o2)c1C(=O)OC	-7	16	99	-6	-7	98	38	1.2	101	-14	50
COc1ccc2[nH]c(O)c(N=NC(=N)N)c2c1	-24	15	99	12	6	98	23	0.5	97	17	3
O=C(O)CC/C(=N/NC(=O)CNC(=O)C(c1ccccc1)c1ccccc1)c1ccccc1	26	4	101	0	x	102	x	x	u	-2	x
S=c1[nH]nc2n1CCCN2	-23	6	98	17	x	102	x	x	u	0	x
COCCn1c(SCC(=O)Nc2ncc(Cl)c(C)c2Cl)nc2ccccc21	-8	17	100	-5	0	101	24	2.3	101	21	18
CCOc1ccc(C(=O)NCC(=O)OCC(=O)Nc2ccc(C)c(S(=O)(=O)N(C)C)c2)cc1	-27	8	100	x	0	100	16	0.9	u	-10	0
Cn1c(=O)c([N+](=O)[O-])c(N2CCN(Cc3ccc4c(c3)OCO4)CC2)c2ccccc21	-29	7	93	-7	x	95	x	x	u	-8	x
O=C(NC(=S)Nc1nc(-c2ccccc2)cs1)c1ccco1	-27	8	102	25	-2	98	14	-0.3	97	28	3
Cc1cc(C)n2c(Nc3ccc4c(c3)OCCO4)c(-c3ccc(C)o3)nc2n1	-35	7	97	x	3	101	23	3.8	101	16	6
CCC(=O)Nc1c(C)nn(C(=O)CC)c1C	10	6	81	-46	-5	76	33	4.2	95	1	4
O=C1CCC(=O)N1N1C(=O)C2C3c4ccccc4C(c4ccccc43)C2C1=O (stereo unspecified)	-26	10	99	-30	0	99	17	1.0	u	0	2
COc1ccc(/C=C(\C#N)C(=O)Nc2cc(S(=O)(=O)N3CCOCC3)ccc2N2CCCC2)cc1	-4	6	74	-8	-10	78	9	1.1	107	8	2
CCOC(=O)c1sc(Nc2nc3c(OC)cccc3s2)nc1C	-108	28	103	x	0	109	25	0.5	108	-101	1
CCOc1ccc(C(=O)NCc2ccccc2)cc1Br	4	2	95	2	-1	93	6	0.4	96	3	7
O=C(NCCCn1ccnc1)C(=O)NCC1OCCCN1S(=O)(=O)c1ccc(F)cc1 (stereo unspecified)	-27	4	101	-12	1	99	10	-0.1	100	9	0
Cc1oc2cc(O)ccc2c(=O)c1Oc1ccc2ccccc2c1	-19	7	101	20	2	97	28	-0.3	96	13	1
CSCCC(NC(=O)c1cc([N+](=O)[O-])ccc1Cl)C(=O)O (stereo unspecified)	-15	11	102	9	-10	96	17	-0.1	96	1	-1

An excerpt from above in order of number of heavy atoms, lowest first:
SMILES	Mcl1-Bid inh	Avidin fluor	RGS8-Gao	Pf gamet viab	Bim-Mcl-1	RGS4-Gao reg	GSH bead fluor	ABCB1 inh	RGS7-Gao reg	Mcl1-Noxa inh	ABCG2 inh
COc1ccc2[nH]c(O)c(N=NC(=N)N)c2c1	-24	15	99	12	6	98	23	0.5	97	17	3
COc1cccc(NC(=O)CCC(=O)Nc2cccc(OC)c2)c1	-9	3	106	27	-2	103	8	0.0	101	2	3
CCOC(=O)N1CCN(C(=O)CCc2c(C)nc3nc(C)nn3c2C)CC1	0	28	102	-15	2	100	22	0.2	99	-7	1

(next part)
SMILES	Mcl1-Bid inh	Avidin fluor	RGS8-Gao	Pf gamet viab	Bim-Mcl-1	RGS4-Gao reg	GSH bead fluor	ABCB1 inh	RGS7-Gao reg	Mcl1-Noxa inh	ABCG2 inh
Cc1cc(N2CCOCC2)nc2ccc(NC(=S)N3CCN(c4ccccc4)CC3)cc12	-22	16	86	-1	-3	98	10	1.9	96	14	11
COc1ccc(CCNC(=O)CSc2nnc3ccc(-c4ccncc4)nn23)cc1	-33	9	97	0	-1	96	10	0.8	u	-3	5
COc1cc2nc(CC(C)C)n(NC(=O)c3ccccc3)c(=O)c2cc1OC	-9	2	92	x	-1	84	59	1.7	93	16	6
Cc1ccc(Cn2cnc3ccccc32)cc1C	-13	11	105	14	-3	105	15	0.8	107	24	7
CCOCC(O)CNC(=O)c1ccc(OC2CCN(C(=O)c3cccnc3)CC2)cc1 (stereo unspecified)	-14	5	97	-18	x	97	x	x	u	4	x
Cc1ccc(CNc2nc3ccccc3s2)s1	-4	7	100	6	0	101	13	0.5	102	11	11
COc1ccc(Cl)cc1-c1nc(SCC(=O)NC(C)C(C)C)n[nH]1 (stereo unspecified)	-7	6	104	11	-3	103	20	1.5	101	0	28
CN1CCC(N(C)CC(=O)Nc2ccc3c(c2)OC(F)(F)O3)CC1	60*	5	97	-13	x	97	x	x	u	29	x
CCN1CCN(c2ncc3c(n2)CC(c2cc(OC)c(OC)c(OC)c2)CC3=O)CC1 (stereo unspecified)	-17	7	105	x	0	106	71	0.8	103	-2	1
Cc1c(N(C)C(=O)c2ccccc2F)c(=O)n(-c2ccccc2)n1C	6	7	93	x	0	97	11	0.5	92	10	2
COc1ccc(C(=O)Nc2ccc(S(=O)(=O)Nc3cc(C)nc(C)n3)cc2)c(OC)c1	-15	11	97	x	-4	97	26	-0.2	97	63*	7
CN(C(=O)CSc1nc(-c2ccccc2)cs1)C1CCS(=O)(=O)C1 (stereo unspecified)	-16	26	89	x	-4	100	17	0.7	101	2	2
CCN1CCN(c2nc(N)c([N+](=O)[O-])c(Nc3ccc(C)cc3)n2)CC1	-29	2	102	-104	-2	99	7	2.5	98	5	4
Cc1n[nH]c(=S)n1/N=C/c1cccc(OCc2ccccc2)c1	-22	10	93	x	-2	97	16	-2.7	u	44	-14
CC(C)[C@H](NC(=O)c1ccco1)C(=O)OCC(=O)NC12CC3CC(CC(C3)C1)C2	-10	10	106	7	-1	100	17	1.7	101	-9	5
CCCCC(=O)Nc1ccccc1C(=O)OCC(=O)c1ccc2c(c1)OCCO2	0	13	101	x	-1	103	12	2.5	98	1	37
COc1ccc(-c2cc(C(=O)NC(C)C)no2)cc1	-26	11	85	x	0	72	11	0.0	76	10	3
Cc1cc(C(=O)NC2CCCC2)on1	6	26	101	x	-4	100	15	0.6	100	-3	3
CNC(=O)c1oc(-c2ccc(Cl)cc2)nc1C	-13	7	96	-7	0	95	20	0.2	89	7	6
O=C1CC(c2ccccc2)CC(O)=C1C=NCCN1CCN(Cc2ccccc2)CC1 (stereo unspecified)	-6	2	101	-15	x	102	x	x	u	-3	x
Cc1cc(C)nc(SC2=CS(=O)(=O)c3ccccc32)n1	-14	11	97	x	-4	100	16	1.4	99	-20	13
CN(Cc1cc2cc(F)ccc2[nH]1)Cc1nc(-c2cnccn2)no1	-55	7	98	-1	2	102	18	1.3	96	9	5
O=C(NCc1cccs1)c1cnc2ccccn2c1=O	-4	26	98	x	-5	101	14	0.0	98	-2	0
CC(C)(C)c1csc(SCC(=O)Nc2ccc(Cl)cn2)n1	9	6	102	-16	0	99	16	0.9	103	4	9
COc1ccc(C2C(C(=O)N3CCN(c4ccccc4)CC3)c3ccccc3C(=O)N2C)cc1OC (stereo unspecified)	-45	14	97	x	-2	100	19	3.2	99	12	2
Later entries:
SMILES	Mcl1-Bid inh	Avidin fluor	RGS8-Gao	Pf gamet viab	Bim-Mcl-1	RGS4-Gao reg	GSH bead fluor	ABCB1 inh	RGS7-Gao reg	Mcl1-Noxa inh	ABCG2 inh
COc1ccccc1NC(=O)Nc1cc(C(C)C)ccc1C	-44	10	101	x	x	104	x	x	u	3	x
CCC1C(=O)N=C(SCC(=O)Nc2cccc3ccccc23)NC1=O (stereo unspecified)	-34	5	98	-18	3	99	9	0.0	98	0	0
CC(Sc1ccc2c(c1)OCCO2)C(=O)Nc1ccc2c(c1)OCO2 (stereo unspecified)	-13	5	100	x	-5	100	48	1.0	101	-31	5
Cc1c(C(=O)NCCCn2ccnc2)oc2ccccc12	-19	10	99	-5	0	103	16	0.3	104	5	1
O=C(CN(C(=O)Cn1nnc(-c2ccccc2F)n1)c1cccc2c1CCCC2)NCc1ccccc1	0	10	107	10	0	102	53	4.1	103	2	7
COc1ccc(C(NC(=O)/C=C/c2ccco2)c2ccc(OC)c(OC)c2)cc1 (stereo unspecified)	-13	5	95	-26	-3	94	9	0.2	95	1	-2
COCc1ccc(CN2CCc3c([nH]c4ccccc34)C2C(C)(C)C)o1 (stereo unspecified)	-13	13	92	5	0	94	12	0.5	96	8	4
CC(C)Nc1nnc(SCC(=O)/C=C2\N(C)c3ccccc3C2(C)C)s1	-60	6	103	9	-5	103	12	0.1	98	13	3
CCOC(=O)C1CCN(S(=O)(=O)c2c(C)n(C)c(=O)n(C)c2=O)CC1	-24	6	103	x	-3	102	24	0.3	102	4	0
Nc1ccc(-n2nncc2-c2ccc(Cl)cc2)cc1	-6	6	94	-5	0	105	10	0.4	105	6	4
Cc1cc(N2C(=O)C3C4CC(c5ccccc5)C(C4)C3C2=O)no1 (stereo unspecified)	-18	10	99	x	-2	98	15	0.5	u	2	0
CSc1ccc(N/N=C(/C#N)S(=O)(=O)C(C)(C)C)cc1	-38	24	105	7	-2	100	12	0.4	103	28	5
CC(=O)NC(=S)NNC(=O)COc1ccc(Br)cc1	-32	8	93	x	-7	94	23	0.1	100	-13	7
Cc1ccc(N2C(=O)c3ccc(C(=O)NCCN4CCOCC4)cc3C2=O)cc1	-11	5	101	6	2	100	16	x	101	6	x
COC(=O)c1ccc(C(=O)NC(=S)Nc2ccc3nc(SC)sc3c2)cc1	33	4	96	15	-24	110	11	0.0	102	-36	0
CCN(CC)c1ccc2c(c1)C(=O)N(C)C2=O	-21	11	99	x	1	98	15	1.0	102	-18	5
COc1ccc(N2CCN(c3oc(Cc4cccc5ccccc45)nc3C#N)CC2)cc1	-31	14	101	x	0	100	62	0.4	102	9	2
CN(Cc1ccccc1)C(=O)CCC(=O)N(C)Cc1ccccc1	-3	7	98	x	0	101	25	1.1	102	4	3
CCCn1c(=O)c(C(=O)NCc2ccco2)c(O)c2ccccc21	-2	10	104	x	0	99	11	0.0	99	-65	0
COc1ccc(N2CCN(C(=O)CCN3C(=S)NC(C)(C)CC3C)CC2)cc1 (stereo unspecified)	-53	12	98	x	0	99	11	1.6	95	-8	2
